Screening data as filed in PubChem.
TCR CD3 inh: human TCR-CD3 binding inhibition; TAMRA-labeled TCR probe fluorescence, biochemical; inhibition, % at 9.4 µM; hit rate 0.37% among 360,000; AID 651800; in the data active means inhibition above about 19%;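 further: recombinant mutant TCR 2C K166C tagged with TAMRA read by polarization; 0% = receptor in buffer alone and 100% = receptor with positive control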
LEDGF integ inh: blocks HIV-1 LEDGF/p75-dependent DNA integration; TR-FRET IN-LEDGF/p75 DNA integration, Eu/Cy5; inhibition, % at 3.7 µM; hit rate 0.64% among 370,000; AID 743269;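 active means inhibition above the screen-wide mean plus 3 SD, cut at about 13% in these data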;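 further: signal is the Cy5 over europium emission ratio at 671 and 618 nm; 0% = plate median of compound wells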
Tn7 DDE FP: inhibitors of Tn7 peptide binding to human fibrin DD(E) | inhibition, % at 8.3 µM | AID 720508 | FP displacement of FITC-Tn7 peptide from fibrin DD(E); 0% = median of compound wells per plate | P02675 | hit rate 0.13% among 370,000;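 active means inhibition above the mean of compounds falling within the control limits plus 3 SD of them, cut at about 14% in these data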;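 further: 0% = plate median of compound wells and 100% = 10 µM Aha-Tn7 peptide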
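system = human fibrin DD(E) protein | quantity = DD(E) 2 µM final | medium = Tris/NaCl/CaCl2 buffer, pH 7.8 | also added = labelled Tn7 tracer, 0.1 µM | compound dosing = single point at 8.3 µM | timing = compound with protein 10 min, then 3 h after probe, room temperature | signal = FP measurement | benchmarks = Aha-Tn7 high control | repeats = one replicate per compound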
TDP2 absorb: blocks human TDP2 phosphodiesterase activity | O95551 | hit rate 0.34% among 370,000 | inhibition, % at 12.8 µM | recombinant TDP2, T5PNP hydrolysis, p-nitrophenol absorbance 415 nm;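 active means inhibition above the mean of all tested compounds plus 3 SD, set per campaign, cut at about 25% in these data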;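 further: 0% = DMSO with enzyme and 100% = buffer with substrate but no TDP2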
Target sequence (O95551 whole entry, looked up): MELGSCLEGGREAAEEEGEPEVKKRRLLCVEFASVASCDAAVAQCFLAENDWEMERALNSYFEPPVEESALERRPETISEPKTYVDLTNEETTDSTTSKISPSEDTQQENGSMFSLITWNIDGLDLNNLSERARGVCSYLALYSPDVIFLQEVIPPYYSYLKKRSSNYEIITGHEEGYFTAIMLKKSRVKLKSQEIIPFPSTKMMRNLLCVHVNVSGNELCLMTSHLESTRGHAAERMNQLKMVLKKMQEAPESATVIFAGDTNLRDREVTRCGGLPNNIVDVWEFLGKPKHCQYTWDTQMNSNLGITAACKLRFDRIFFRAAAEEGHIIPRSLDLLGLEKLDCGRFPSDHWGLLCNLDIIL
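System – recombinant human TDP2 · Quantity – TDP2 enzyme at 120 nM final · Doses – single concentration, 12.8 µM nominal, with 1% DMSO · Incubation – 2 h at 37 °C · Measured by – epi absorbance of p-nitrophenol freed from T5PNP by hydrolysis · Read-out – % inhibition relative to enzyme-containing and enzyme-free wells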
UHRF1 binding: UHRF1 methyl-DNA binding inhibition; Q96T88; inhibition, % at 4.4 µM; AID 687016; UHRF1 binding to methylated oligo, TR-FRET; hit rate 0.75% among 370,000; in the data active means inhibition above about 21%;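 further: UHRF1 SRA domain binding a hemimethylated CpG hairpin DNA probe; 0% = median of test compound wells and 100% = reference inhibitor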
HTRA1 inhibitor: inhibitors of human serine peptidase HTRA1; Q92743; recombinant HTRA1, FP-rhodamine activity-based probe, fluorescence polarization; inhibition, % at 5.96 µM; hit rate 0.5% among 340,000; in the data active means inhibition above about 36%;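 further: 0% = enzyme with DMSO and 100% = wells lacking enzyme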
PRMT1 FP inh: blocks human protein arginine methyltransferase 1. recombinant PRMT1, activity-based probe fluorescence polarization. inhibition, % at 2.79 µM. Q99873. hit rate 1.3% among 370,000;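 active means inhibition above about 21% made by adding two undisclosed values, limit read from the data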
Target sequence (Q99873 whole entry, looked up): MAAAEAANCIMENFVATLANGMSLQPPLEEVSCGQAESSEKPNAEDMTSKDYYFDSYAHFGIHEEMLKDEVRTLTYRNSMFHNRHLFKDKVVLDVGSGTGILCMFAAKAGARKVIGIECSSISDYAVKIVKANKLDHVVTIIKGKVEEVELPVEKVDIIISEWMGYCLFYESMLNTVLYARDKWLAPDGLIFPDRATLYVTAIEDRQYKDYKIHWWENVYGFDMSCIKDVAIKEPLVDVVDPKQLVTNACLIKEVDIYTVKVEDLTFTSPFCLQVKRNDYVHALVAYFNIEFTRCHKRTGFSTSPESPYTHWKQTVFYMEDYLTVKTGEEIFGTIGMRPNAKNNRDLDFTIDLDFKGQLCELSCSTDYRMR
mABHD4 FP: inhibitors of mouse ABHD4 | inhibition, % at 8.92 µM | purified mABHD4, FP-Rh probe fluorescence polarization | hit rate 0.54% among 370,000 | AID 720543;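 active means inhibition exceeding the mean over every tested compound plus 3 SD, cut at about 30% in these data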;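 further: 0% = plate median of compound wells and 100% = S159A mutant with DMSO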
Target sequence (Q8VD66 whole entry, looked up): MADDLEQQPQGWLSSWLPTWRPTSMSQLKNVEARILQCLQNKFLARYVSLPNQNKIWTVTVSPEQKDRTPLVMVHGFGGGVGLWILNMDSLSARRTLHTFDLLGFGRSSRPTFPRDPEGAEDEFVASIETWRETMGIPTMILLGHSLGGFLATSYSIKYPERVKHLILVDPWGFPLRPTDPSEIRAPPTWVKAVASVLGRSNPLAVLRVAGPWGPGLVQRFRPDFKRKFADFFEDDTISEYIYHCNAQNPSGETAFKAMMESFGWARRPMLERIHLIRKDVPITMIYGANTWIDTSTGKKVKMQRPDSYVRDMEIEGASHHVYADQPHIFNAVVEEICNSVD
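Test system: mouse ABHD4 enzyme, wild type. Reagent: FP-Rh fluorescent activity-based probe, added after compound pre-incubation. Timing: pre-incubation 45 min, probe exposure 60 min, at 25 °C. Technique: FP readout, ex 525 nm / em 598 nm. Benchmarks: high control S159A mutant with DMSO, low control median of compound wells.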
PG9 Ab binder: small molecules binding HIV-1 gp120 antibody PG9 | inhibition, % at 6.7 µM | TR-FRET gp120-PG9 antibody binding | hit rate 0.43% among 360,000; in the data active means inhibition above about 8.5%
SIAE inh: blocks human sialic acid acetylesterase. SIAE FP-Rh probe binding, fluorescence polarization. inhibition, % at 9.66 µM. hit rate 0.69% among 370,000. AID 1053197;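 active means inhibition above a cutoff: mean of compounds within the control limits plus 3 SD of those, cut at about 17% in these data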;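 further: 0% = plate median of compound wells and 100% = probe without SIAE protein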
Active calls of the source: *; / = no result given.

SMILES	TCR CD3 inh	LEDGF integ inh	Tn7 DDE FP	TDP2 absorb	UHRF1 binding	HTRA1 inhibitor	PRMT1 FP inh	mABHD4 FP	PG9 Ab binder	SIAE inh
Cc1cccc(N/C(N)=N/c2nc3c(c(=O)[nH]2)CCCC3)c1	-3.2	-1.8	-4.0	9.2	-2.0	-0.5	2.8	-4.2	0.6	-3.2
COc1ccccc1NC(=O)N(c1c(N)n(Cc2ccccc2)c(=O)[nH]c1=O)C1CCCC1	1.3	3.2	1.1	-0.3	-0.1	-2.4	0.9	0.6	0.0	7.5
O=C(COC(=O)c1cccc(F)c1)NCCC1=CCCCC1	1.4	0.2	1.4	12.2	1.2	-10.6	-3.0	-2.0	1.7	1.3
Cc1ccc(-n2cc(-c3ccccc3)[nH]c2=O)cc1F	-1.9	-2.5	-2.1	-3.9	-0.2	-7.5	3.8	-0.1	-0.1	-1.1
O=C(CSc1nnc(NC(=O)Cc2ccccc2)s1)NCc1ccco1	-5.0	-1.6	-1.3	9.6	2.3	-7.2	3.8	-0.9	0.6	-5.0
Cn1c(N)c(C(=O)COC(=O)Cc2cccs2)c(=O)n(C)c1=O	5.1	-3.2	-2.8	-12.2	-1.5	-2.5	-2.9	-2.1	-1.9	-2.0
NC(Cc1ccc(C(F)(F)F)cc1)c1csc(Nc2ccc(S(N)(=O)=O)cc2)n1 (configuration not stated)	2.8	-1.5	2.9	2.5	-0.3	/	2.4	0.6	-1.2	-2.0
Cc1onc(-c2ccccc2)c1C(=O)Nc1sc2c(c1C#N)CCC2	10.6	6.3	-8.2	5.5	5.2	-8.6	15.5	-3.0	-2.7	1.4
Cc1ccc(C)c(-n2nnnc2SCC(=O)Nc2cccc(-c3nnc4n3CCCCC4)c2)c1	-1.5	3.7	-3.3	-0.9	0.4	-9.0	-0.4	-4.4	-1.0	-13.2
CCCCn1c(=O)c2ccccc2c2ccccc2c1=O	0.2	-0.1	-8.0	-1.4	4.6	-6.9	-0.7	-6.1	-1.9	3.8
COc1ccc(NC(=O)/C=N/O)cc1	-3.6	-2.5	1.8	-0.8	2.2	4.5	0.9	1.9	-1.8	0.1
CCC(=O)Nc1cccc(C2=NOC3(C2)C[C@@H](C(N)=O)N(C(=O)C(c2ccccc2)c2ccccc2)C3)c1 (some centres not stated)	1.5	1.9	0.1	1.4	1.8	-20.4	3.2	-13.4	0.3	-2.7
CC1CCCCN1c1ncnc2ccccc12 (configuration not stated)	-6.6	-3.6	4.1	3.1	0.8	-2.8	1.4	8.2	2.2	1.4
CCCS(=O)(=O)c1ccc(COC(=O)c2ccc(NC(C)=O)cc2)cc1	-1.7	0.0	3.7	2.5	0.8	-12.7	0.2	-1.4	1.3	-3.6
C=CCOc1ccc(/C(CC)=N/O)cc1OC	1.5	2.9	0.6	1.1	0.7	-3.8	-0.7	0.4	-1.6	-0.3

The last three records of the part above come first, to join the parts.
SMILES	TCR CD3 inh	LEDGF integ inh	Tn7 DDE FP	TDP2 absorb	UHRF1 binding	HTRA1 inhibitor	PRMT1 FP inh	mABHD4 FP	PG9 Ab binder	SIAE inh
CC1CCCCN1c1ncnc2ccccc12 (configuration not stated)	-6.6	-3.6	4.1	3.1	0.8	-2.8	1.4	8.2	2.2	1.4
CCCS(=O)(=O)c1ccc(COC(=O)c2ccc(NC(C)=O)cc2)cc1	-1.7	0.0	3.7	2.5	0.8	-12.7	0.2	-1.4	1.3	-3.6
C=CCOc1ccc(/C(CC)=N/O)cc1OC	1.5	2.9	0.6	1.1	0.7	-3.8	-0.7	0.4	-1.6	-0.3
C[C@@H]1CN([C@@H](C)CO)C(=O)CCCn2cc(nn2)CO[C@H]1CN(C)S(=O)(=O)c1ccc(Oc2ccccc2)nc1	-5.1	3.6	-1.0	-15.8	3.9	7.3	-2.4	-1.8	-3.2	-2.6
O=C(Nc1ccc(N2CCOCC2)c(Cl)c1)C1CCCCC1	3.1	-2.0	-1.5	5.6	0.0	-6.7	-3.4	9.7	2.5	6.8
COc1ccc(OC)c(NC(=O)[C@H]2CC=CC[C@H]2C(=O)O)c1	4.2	0.3	-7.2	-6.9	0.0	2.9	2.4	-2.2	-1.6	3.2
Cc1cccc(N(CC(=O)NCc2ccco2)C(=O)CCC(=O)Nc2ccccn2)c1C	7.3	-2.0	2.5	-11.9	2.7	0.1	-0.2	0.7	-1.6	6.0
Cc1ccc(CNC(=O)COC(=O)CN2C(=O)C3CC=CCC3C2=O)cc1 (configuration not stated)	5.7	-3.5	-3.8	-1.0	-1.3	-14.0	-0.3	8.7	-2.6	1.1
CSc1nc(N)nc2c1ncn2CC(=O)N1CCN(c2ccccn2)CC1	0.4	-3.3	-0.6	-8.6	-1.1	6.4	-1.6	6.0	-1.9	1.4
CCN(CC)CCCn1c2c(c(SCC(=O)Nc3cc(C)cc(C)c3)nc1=O)CCC2	1.2	-1.9	-1.2	-23.9	2.7	2.3	-2.1	4.5	1.7	-5.0
O=C(CS(=O)(=O)c1ccccc1)Nc1ccc(N2CCOCC2)cc1	3.5	1.3	5.9	-2.1	1.1	0.2	0.7	1.9	-0.3	9.2
Cc1nn(-c2cccc(Cl)c2)c(Cl)c1/C=N/NC(=O)c1cccnc1	3.2	3.4	-5.9	-4.2	-3.1	-10.4	-4.5	0.3	-3.5	-4.1
O=S1(=O)CC(N2CCCC2)CN1Cc1cn(Cc2ccccc2)nn1 (configuration not stated)	6.6	-1.4	-3.0	0.9	6.6	/	-5.0	3.9	-1.5	-0.8
Cc1cc(O)c(C(=O)/C=C/c2ccccc2)c(=O)o1	6.3	-1.9	3.3	4.2	-1.6	-0.1	0.7	0.2	-0.8	-2.2
Cc1cc(C)c(C#N)c(Cl)n1	-0.6	0.8	-0.1	-4.8	-0.5	-0.7	1.4	2.3	-1.9	-1.3
CC(C)(C)Nc1nc(Oc2ccc(=O)n(-c3ccccc3)n2)nc(N2CCOCC2)n1	2.7	-1.2	3.1	6.2	0.2	-3.9	-3.7	2.4	-0.8	-1.0
CC(C)OCCCNC(=O)CCCC(=O)Nc1ccc(OCCc2ccccc2)cc1	-4.2	2.0	-4.3	-11.2	2.0	-0.5	-4.5	-2.4	-0.9	9.7
Cc1ccc(C(=O)N(Nc2nc3ccccc3s2)C(=O)c2ccc(C)cc2)cc1	-1.0	3.5	-2.3	-0.1	2.4	-6.3	-3.4	6.2	-1.4	1.0
O=C1CC(N2CCN(c3ccccn3)CC2)C(=O)N1c1ccc(F)cc1 (configuration not stated)	8.0	-4.4	3.6	10.5	-0.7	/	1.5	0.0	-2.1	7.4
CC12CCC(C(=O)Nc3cc(Cl)ccc3Cl)(C/C1=N\O)C2(C)C (configuration not stated)	2.5	0.8	1.7	3.8	-0.4	-1.0	-0.4	0.7	-0.3	-1.3
COC(=O)[C@H](C(C)C)N(CCc1cn(Cc2ccc(C)cc2)nn1)S(=O)(=O)c1ccccc1Br	/	10.9	-3.2	-7.1	2.4	/	-4.1	-16.8	/	-3.0
CN(c1ccc(C(=O)NCCSC(C)(C)C)cc1)S(C)(=O)=O	7.0	0.1	-2.2	-2.9	0.7	-2.8	-0.4	10.3	-1.9	-0.1
COC(=O)c1cccc(NS(C)(=O)=O)c1	7.8	0.1	-6.7	0.8	-3.1	5.6	-2.3	0.1	-1.7	2.0
Cc1cc(C)n(C2CC(=O)N(c3ccc(Cl)c(Cl)c3)C2=O)n1 (configuration not stated)	-2.4	1.0	-2.2	3.0	1.4	-3.8	1.8	0.5	-4.0	-1.4
CN(CC(=O)O/N=C(\N)c1ccc([N+](=O)[O-])cc1)S(=O)(=O)c1ccccc1	10.3	-0.7	-3.8	3.4	-0.7	-7.6	-4.9	3.4	-2.7	2.8
Cn1c(N=Cc2ccc([N+](=O)[O-])cc2)c(N)c(=O)n(C)c1=O	-7.2	5.8	7.2	-10.9	-3.4	3.1	19.0	-7.4	-0.2	2.2
COc1cc(CNC(=O)c2cc(C(=O)NCc3cc(OC)cc(OC)c3)n(C)n2)cc(OC)c1	-3.0	5.2	-9.2	4.8	6.9	-18.3	-0.9	0.8	0.3	19.9*
O=S(=O)(NCC(c1ccco1)N1CCCCC1)c1ccccc1C(F)(F)F (configuration not stated)	1.8	0.6	0.4	-8.8	-2.7	-3.2	-3.0	-3.6	0.6	4.0
Cc1c(NC(=O)COc2cccc(F)c2)c(=O)n(-c2ccccc2)n1C	7.0	-0.7	2.8	2.0	-1.5	2.1	-1.0	0.8	-0.9	7.6
O=C(c1cccc(Cl)c1)N1CCN(c2ccc3c(c2)C2CC3CCN2C(=O)OCc2ccccc2)CC1 (configuration not stated)	-9.1	0.7	-3.6	-8.8	4.0	/	-0.2	-5.3	-1.1	-1.6
CCCC1(C(=O)OC)NC(c2ccc(OC)c(OC)c2)C2C(=O)N(c3ccc4c(c3)OCO4)C(=O)C21 (configuration not stated)	0.9	1.3	1.5	13.5	-0.2	-1.1	-3.9	1.1	0.2	8.0
CCN1CCCC1CNC(=O)C(=O)NC1CC1 (configuration not stated)	2.7	-2.1	-7.4	4.4	-0.7	6.6	-3.5	4.7	-1.4	2.2
COc1ccccc1NC(=O)CCC(=O)N1CC(C)Oc2ccc(C)cc21 (configuration not stated)	-12.8	-2.5	3.5	-3.7	-0.2	-7.1	5.4	7.5	-2.5	1.8
COc1ccc(CCNC(=O)C(C)c2ccc([N+](=O)[O-])cc2)cc1 (configuration not stated)	1.0	3.0	2.3	1.9	-4.3	-1.9	1.1	-1.3	-1.9	5.4
Cc1ccc(NC(=O)CN(C)CC(=O)Nc2cccc(F)c2)cc1S(=O)(=O)N1CCCCCC1	-0.1	-0.7	8.0	3.0	3.7	-30.0	7.2	-1.5	1.4	-18.8
CC[N+](CC)(CC(=O)Nc1c(C)cccc1C)Cc1ccccc1	2.3	-0.1	-3.8	0.8	0.1	2.2	-1.6	1.8	-0.5	0.1
CCn1c(SCC(=O)Nc2ccc(C(=O)OC)cc2)nnc1-c1cccs1	-4.8	1.2	1.1	-1.4	2.8	-1.0	0.8	8.0	-0.2	1.7
COc1ccccc1CNCc1cc(=O)oc2c(C)c(C)ccc12	5.0	-0.6	-3.3	-9.9	0.3	-1.8	4.2	0.0	-1.5	0.9
CCOC(=O)N1N=C(c2ccc(C)cc2)CC1(O)C(F)(F)F (configuration not stated)	1.4	0.1	-3.1	1.5	-1.5	-6.5	0.0	-6.9	-0.7	-2.8
Cc1ccc(Nc2nc(Cl)nc(NC(C)(C)C)n2)cc1	-0.3	2.7	-9.2	-11.3	2.2	-14.7	0.5	-3.4	-1.4	-0.8
